# TRPC6 activator = activates the mouse TRPC6 cation channel; HEK293-TRPC6 membrane potential dye fluorescence; hits give high values; B-score at 10 µM; actives 0.13% (n = 310,000); AID 2550;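 active = B-score of the integrated fluorescence ratio above library mean plus 3 SD, and starting fluorescence ratio within library mean plus 5 SD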;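 also: higher score means more depolarization so channel activation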
# Target sequence (Q61143 whole entry, looked up): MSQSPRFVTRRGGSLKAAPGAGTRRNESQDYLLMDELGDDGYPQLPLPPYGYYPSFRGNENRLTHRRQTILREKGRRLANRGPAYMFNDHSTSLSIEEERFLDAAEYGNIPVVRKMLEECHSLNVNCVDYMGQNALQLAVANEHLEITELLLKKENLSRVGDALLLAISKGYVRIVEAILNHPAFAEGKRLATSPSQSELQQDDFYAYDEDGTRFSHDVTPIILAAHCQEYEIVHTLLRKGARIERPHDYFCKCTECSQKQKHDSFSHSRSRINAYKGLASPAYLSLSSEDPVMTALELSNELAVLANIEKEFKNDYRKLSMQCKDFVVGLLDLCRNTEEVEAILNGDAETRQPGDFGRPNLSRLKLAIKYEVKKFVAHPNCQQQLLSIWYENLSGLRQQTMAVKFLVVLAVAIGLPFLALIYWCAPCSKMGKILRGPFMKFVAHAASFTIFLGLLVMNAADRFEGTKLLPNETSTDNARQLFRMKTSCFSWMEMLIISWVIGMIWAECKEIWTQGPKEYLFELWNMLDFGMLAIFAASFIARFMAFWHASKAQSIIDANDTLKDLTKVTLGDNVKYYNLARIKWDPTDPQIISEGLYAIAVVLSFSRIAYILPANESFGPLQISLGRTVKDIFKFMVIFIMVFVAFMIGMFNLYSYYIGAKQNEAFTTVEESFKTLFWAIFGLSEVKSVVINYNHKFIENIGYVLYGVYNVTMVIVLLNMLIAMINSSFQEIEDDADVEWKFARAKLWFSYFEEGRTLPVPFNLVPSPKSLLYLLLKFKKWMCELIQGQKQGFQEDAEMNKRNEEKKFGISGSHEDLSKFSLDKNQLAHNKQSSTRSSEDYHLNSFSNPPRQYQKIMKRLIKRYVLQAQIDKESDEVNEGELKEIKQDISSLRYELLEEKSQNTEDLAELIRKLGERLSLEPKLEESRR
# MrgX1 antagonist = human MrgX1 receptor antagonism, primary screen. Q96LB2. MRGX1-HEK293 calcium flux, Fluo-4, BAM8-22 antagonism; hits give low values. B-score at 10 µM. actives 1.3% (n = 310,000). AID 588676;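 active = calcium-response B-score plate-corrected more than 3 library SD below zero, starting fluorescence within 5 deviations, no agonist response on first addition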;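 also: peak minus trough fluorescence over baseline after final BAM8-22 challenge near maximal dose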
# MrgX1 agonist = agonists of human MrgX1 receptor; MrgX1-HEK293 cells, Fluo-4 calcium fluorescence, agonist mode; hits give high values; B-score at 10 µM; actives 0.44% (n = 310,000);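 active = calcium response B-score plate-corrected fluorescence ratio at least 3 library SD, with starting fluorescence B-score inside 5 SD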
#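 Material: MrgX1-expressing HEK293 cells; input: 15,000 cells per well; doses: test compound given as first of three sequential additions; schedule: overnight plating before 1 h dye loading; technique: Fluo-4 NW calcium-flux fluorescence, kinetic read; evaluation: baseline-normalised fluorescence change ratio, B-scored; control set: plate-wise positive and negative controls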
# MrgX1 PAM = allosterically activates human MrgX1 receptor signaling | MrgX1-HEK293, Fluo-4 calcium flux, FDSS; hits give high values | actives 0.63% (n = 310,000) | B-score at 10 µM | Q96LB2;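 active = plate-corrected calcium response at least 3 library SD above typical, normal starting fluorescence, not activating the receptor alone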;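 also: compound read alongside a low EC10 to EC30 dose of BAM8-22 agonist; peak minus trough fluorescence over baseline measured at the second addition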
# SKKanGAS inh = blocks kanamycin growth of S. pyogenes SKKanGAS strain. BacTiter-Glo, 6 h. inhibition, % at 7.5 µM. actives 1.3% (n = 300,000). AID 1662;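 active = mean replicate score, as percent of positive control median, at least 50; inconclusive = mean below 50 but one replicate at or above 50; inactive = mean and every replicate below 50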;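 also: strain carries kanamycin resistance gene driven by streptokinase promoter and grows in 40 µg/ml kanamycin; loss of luminescence reflects streptokinase promoter inhibition or plain growth inhibition; 0% = median of DMSO wells and 100% = positive control at its reference dose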
# TRPC6 inhibitor = mouse TRPC6 channel inhibition. actives 1.1% (n = 310,000). Q61143. HEK293-TRPC6, membrane potential dye, ACh-evoked depolarization; hits give low values. B-score at 10 µM. AID 2553;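 active = B-score under library mean minus 3 SD, initial fluorescence not abnormally high, positive integrated signal ratio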;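 also: B-score derived from integrated fluorescence ratio over the kinetic read; more negative B-score means stronger inhibition of depolarization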
# RGS4 inh = inhibitors of human RGS4. AID 463165. actives 0.45% (n = 310,000). B-score at 10 µM. HEK293 M3R/RGS4 inducible, Fluo-4 calcium flux; hits give high values; triggered by carbachol at its EC20;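 active = B-score, a plate-corrected calcium signal, over three deviations above library mean, with baseline fluorescence within five deviations of library mean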;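 also: RGS4 expression induced by doxycycline in cells with stable M3 receptor; B-score is computed from the integrated fluorescence ratio over baseline after carbachol; higher B-score means a larger calcium signal and so more RGS4 inhibition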
# Target sequence (P49798 whole entry, looked up): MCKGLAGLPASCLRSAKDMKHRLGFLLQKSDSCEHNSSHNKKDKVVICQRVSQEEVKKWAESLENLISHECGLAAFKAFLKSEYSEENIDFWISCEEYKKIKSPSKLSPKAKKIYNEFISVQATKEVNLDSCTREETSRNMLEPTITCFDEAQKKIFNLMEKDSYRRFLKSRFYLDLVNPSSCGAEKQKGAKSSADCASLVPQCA
# HIF act = HIF pathway transcriptional activation; AID 1910; actives 0.32% (n = 300,000); U2OS HRE-luciferase reporter, luminescence; normalized: DMSO 0%, desferrioxamine 100%; activation, % at 7.5 µM (by protocol);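 active = mean activation of at least 10% of the iron chelator positive control signal, with at least half of replicates also reaching 10%; inconclusive = mean and replicate majority disagree about reaching 10%; inactive = mean and most replicates under 10%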
# RGS4 act = RGS4 potentiation or activation. HEK293 M3R/inducible RGS4, carbachol calcium flux Fluo4; hits give low values. B-score at 10 µM. actives 0.92% (n = 310,000). AID 463111;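 active = B-score of the integrated calcium signal more than 4 SD below the library mean, with starting fluorescence not abnormally high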;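 also: negative B-score means reduced calcium response which marks RGS4 activation or potentiation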
#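 Material: Inducible-RGS4 HEK293 cells carrying M3 receptor; also added: carbachol at ECmax as muscarinic agonist stimulus; incubation: compound preincubation 20 min at room temperature before agonist; signal: Fluo4-AM (2 µM) calcium-flux fluorescence, kinetic read; measure: integrated calcium ratio converted to B score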
# Platelet DG rel = modulates dense granule release in human platelets. human platelet-rich plasma, SFLLRN dense granule ATP release, luminescence. actives 0.22% (n = 300,000). inhibition, %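 (compounds screened at 7.5 µM in platelet-rich plasma)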;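 active = mean replicate score, as percent of positive control, at or above 50; inconclusive = mean below 50 but at least one replicate at or above 50; inactive = mean and every replicate below 50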
# TRPC4 inh = TRPC4 (mouse) channel inhibition | HEK293 TRPC4beta/mu-opioid, DAMGO-evoked Fluo4 calcium flux; hits give low values | B-score at 10 µM | Q9QUQ5 | actives 0.39% (n = 300,000);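 active = B-score over 3 SD under the library average, no early fluorescence shift, positive overall ratio signal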
#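 Signal: kinetic Fluo4 fluorescence imaging of calcium influx. Material: stable TRPC4beta/mu-opioid receptor HEK293 cells. Probe or stimulus: DAMGO in two steps, submaximal then maximal.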
# Starred values were filed as active, the others as inactive; i = inactive; ? = inconclusive; nt = no result given.
SMILES,TRPC6 activator,MrgX1 antagonist,MrgX1 agonist,MrgX1 PAM,SKKanGAS inh,TRPC6 inhibitor,RGS4 inh,HIF act,RGS4 act,Platelet DG rel,TRPC4 inh
O=C(c1ccc(F)cc1)N1CCN(Cc2ccccc2)CC1,i,i,i,i,7.1,i,i,1.8,i,-0.7,i
CCCCNc1ccc(C(=O)Nc2cccc(C)n2)cc1[N+](=O)[O-],i,i,i,i,-15.2,i,i,0.8,i,-2.9,i
O=S(=O)(Cc1ccccc1)N1CCCC1,i,i,i,i,4.1,i,i,nt,i,11.9,i
COc1ccc([C@@H]2[C@@H]3C(=O)N(C(C)(C)C)C(=O)[C@@H]3[C@]3(CC(C)C)C(=O)N(c4ccc(C(F)(F)F)cc4)C(=O)N23)cc1,i,i,i,i,7.9,i,i,0.0,i,-4.7,i
O=C(Cc1ccccc1)Nc1ccc(CN2CCOCC2)cc1,i,i,i,i,-0.5,i,i,2.3,i,-7.9,i
CCn1c(SCC(=O)NCCOC)nc2sc(C)c(C)c2c1=O,i,nt,nt,nt,0.3,i,i,-0.3,i,1.2,i
O=C(CNC(=O)c1ccc(Cl)cc1)OC1CCOC1=O (centres undefined),i,i,i,i,-0.3,i,i,-0.1,i,5.4,i
Cc1ccc(CNc2ncnc(N)c2[N+](=O)[O-])cc1,i,i,i,i,0.3,i,i,1.5,i,-8.6,i
Cc1ccc(N=C(N(C)C)P(=O)(N(C)C)N(C)C)c(C)c1,i,i,i,i,13.0,i,i,0.2,i,-1.3,i
O=C(COc1cccnc1[N+](=O)[O-])NCc1cccs1,i,i,i,i,2.5,i,i,-0.4,i,0.5,i
CCOC(=O)C1CCCCN1C(=O)CCc1nnc(-c2ccc3c(c2)OCO3)o1 (centres undefined),i,i,i,i,-1.1,i,i,2.0,i,-1.7,i
O=C(CS(=O)(=O)c1c[nH]c2ccccc12)Nc1ccc(F)cc1,i,i,i,i,7.4,i,i,0.3,i,-14.2,i
CCOc1ccc(CCNC(=O)CS(=O)Cc2nc(-c3ccc(OC)cc3)oc2C)cc1OCC (centres undefined),i,i,i,i,-3.3,i,i,0.0,i,-2.8,i
COc1ccc(OC)c(N(C(=O)c2ccco2)C(C(=O)NC2CCCC2)c2cc(OC)c(OC)c(OC)c2)c1 (centres undefined),i,i,i,i,-1.4,i,i,0.0,i,13.2,i
CC(=O)c1cc2c(cc1NC(=O)Nc1cccc(Cl)c1)OCCO2,i,i,i,i,9.5,i,i,-0.3,i,3.1,i
Cc1ccc2cccc(OCc3ccc(F)cc3)c2n1,i,i,i,i,2.3,i,i,0.7,i,2.9,i
Cc1oc(-c2ccccc2Cl)nc1CS(=O)(=O)CC(=O)N1CCOCC1,i,i,i,i,-4.8,i,i,1.8,i,-0.7,i
Cc1cc(C2C(=O)c3ccccc3C2=O)c(C)c(C)c1C,i,i,i,i,5.4,i,i,-0.8,i,7.5,i
CC(C)=C1C(=O)NN(c2cccc(Cl)c2)C1=O,i,i,i,i,7.3,i,i,0.0,i,2.0,i
O=C(CCn1nnc2ccccc21)Nc1nnc(Cc2ccccc2)s1,i,i,i,i,-7.4,i,i,0.0,i,-1.0,i
Cc1ccc(NC(=O)CSc2nc(O)cc(=O)n2-c2ccc(C)cc2)cc1,i,i,i,i,76.6*,i,i,0.0,i,-10.1,i
CC(C)Sc1nc2ccc(N3C(=O)C4CCCCC4C3=O)cc2s1 (centres undefined),i,i,i,i,2.3,i,i,2.9,i,-3.1,i
CCCn1c(=N)c(C#N)cc2c(=O)n3cccc(C)c3nc21,i,i,i,i,1.4,i,i,-35.8,i,-0.5,i
N#Cc1ccc(S(=O)(=O)N2CCCN(c3ccc(C(F)(F)F)cn3)CC2)cc1,i,i,i,i,6.1,i,i,0.1,i,1.1,i
O=C(Nc1nc(N2C(=O)c3ccccc3C2=O)n(-c2ccccc2)n1)c1ccccc1,i,i,i,i,-5.6,i,i,0.5,i,-19.0,i
CC(C)NS(=O)(=O)c1ccc(OCC(=O)NCc2cccnc2)cc1,i,i,i,i,8.4,i,i,0.0,i,-1.4,i
Cc1cc(NC(=S)N(Cc2ccc(Br)cc2)Cc2ccc(C(=O)O)cc2)ccc1Cl,i,i,i,i,38.7,i,i,0.8,i,1.3,i
CCOc1cc(N2CCOCC2)c(OCC)cc1NC(=O)COc1ncnc2ccc(Br)cc12,i,i,i,i,3.7,i,i,0.2,i,-10.4,i
Cc1cccc(/C=C/c2onc(C)c2[N+](=O)[O-])n1,i,i,i,i,-5.4,i,i,-1.1,i,-7.5,i
Cc1nnc(SCC(=O)Nc2ccc3c(c2)OCO3)n(N)c1=O,i,i,i,i,-0.9,i,i,-0.6,i,-0.8,i
Cc1cc(NC(=O)c2cc([N+](=O)[O-])ccc2Cl)no1,i,i,i,i,-1.2,i,i,0.4,i,5.0,i
COc1ccc2[nH]c(=O)c(CN(Cc3cccs3)C(=S)Nc3cccc(C)c3)cc2c1,i,i,i,i,24.8,i,i,-0.7,i,4.5,i
CC(=O)Nc1ccc(C(=O)N/N=C/c2ccc(F)cc2)cc1,i,i,i,i,-1.1,i,i,0.2,i,0.2,i
CCOc1ccc(S(=O)(=O)N(C)c2ccc(OCC(=O)NCc3ccc(C(=O)OC)cc3)cc2)cc1,i,i,i,i,-12.7,i,i,-0.8,i,-3.7,i
COc1ccc(CCNC(=O)c2ccc(Cl)nc2)cc1,i,i,i,i,-2.6,i,i,-0.5,i,-1.5,i
Cc1ccc(-c2nnn(CC(=O)NCCC3=CCCCC3)n2)cc1,i,i,i,i,0.1,i,i,1.2,i,nt,i
CC(C)CC(=O)Nc1cccc(-c2csc(-c3ccccc3)n2)c1,i,i,i,i,17.7,i,i,0.3,i,4.6,i
Cc1ccc(S(=O)(=O)Nc2cc(Cl)c(O)cc2C)cc1,i,i,i,i,2.1,i,i,-0.2,i,-0.1,i
O=C(C[n+]1cccc(C(=O)Nc2ccccc2)c1)c1ccc([N+](=O)[O-])cc1,i,i,i,i,7.0,i,i,1.5,i,-3.7,i
COc1ccc(CN(C(=O)CSc2nnc(-c3ccccc3C)o2)c2ccc(F)cc2)cc1,i,i,i,i,5.8,i,i,-0.2,i,6.3,i
CCOC(=O)/C(C(N)=NCCO)=C(/O)c1ccccc1,i,i,i,i,4.4,i,i,0.5,i,-5.9,i
CC(C)(C)C1(C)OC(=O)C(=Cc2ccc(OCC(=O)Nc3ccccc3)cc2)C(=O)O1 (centres undefined),i,i,i,i,0.6,i,i,-0.6,i,1.0,i
C=C(C)Cn1c(CCCNC(=O)C(C)(C)C)nc2ccccc21,i,i,i,i,0.3,i,i,-0.2,i,-4.0,i
O=C(CCCn1cnc([N+](=O)[O-])n1)Nc1cccc(O)c1,i,i,i,i,0.1,i,i,0.0,i,5.2,i
CCCCN1C(=O)/C(=C2/Sc3ccc(Cl)cc3N2CC)SC1=S,i,i,34.9*,i,3.7,i,i,0.8,i,-5.1,i
CCOC(=O)c1cccc(NC(=O)CCc2ccccc2)c1,i,i,i,8.08*,11.1,i,i,1.9,i,0.0,i
CCc1nnc2n1N=C(c1ccc(OC)cc1)CS2,i,i,i,i,7.8,i,i,3.4,i,4.8,i
COCCN(C(=O)c1ccco1)c1nc(-c2ccccc2)cs1,i,i,i,i,-5.4,i,i,1.4,i,0.3,i
CC(C)Cc1cc(CNC(=O)C2CCC(=O)N(CCc3cccc(F)c3)C2)on1 (centres undefined),i,i,i,i,-2.4,i,i,0.2,i,-1.2,i
COc1ccc(OCC(=O)Nc2c(C(=O)N3CCC(N4CCCCC4)CC3)oc3ccccc23)cc1,i,i,i,i,0.1,i,i,-0.1,i,-3.8,i
O=C(CSc1nnc(CNC(=O)c2cccs2)o1)NC1CCCCC1,i,-7.08*,i,i,-1.8,i,i,-0.3,i,1.4,i
Cc1cc(-n2ccnc2)n2c(nc3ccccc32)c1C#N,i,i,i,i,-2.6,i,i,nt,i,4.4,i
O=C(CSc1nc(-c2ccc(F)cc2)cs1)N1CCc2ccccc21,i,i,i,i,-5.3,i,i,0.1,i,-10.8,i
CN(Cc1ccccc1)C(=O)COc1ccc(-c2nnco2)cc1,i,i,i,i,4.5,i,i,0.4,i,-9.5,i
COc1cc(Cl)ccc1OCc1cc(C(=O)N2C[C@]3(C)C[C@H]2CC(C)(C)C3)no1,i,i,i,i,8.2,i,i,3.5,i,?,i
CCOc1ccc(-n2nnnc2SCC(=O)Nc2cccc(O)c2)cc1,i,i,i,i,-3.9,i,i,0.0,i,5.2,i
COc1ccc(CNC(=O)Nc2cccc(Cl)c2)cc1,i,i,i,i,nt,i,i,nt,i,nt,i
CCOC(=O)c1cc(-c2ccccc2)sc1NC(=O)C(C)N1C(=O)c2ccccc2C1=O (centres undefined),i,i,i,i,-14.6,i,i,0.0,i,3.0,i
CCN(CC)S(=O)(=O)c1ccc(N2CCOCC2)c(NC(=O)c2cc(=O)[nH]c3ccccc23)c1,i,i,i,i,4.9,i,i,-0.7,i,-0.5,i
Cc1cccc(-n2c3nc(=O)[nH]c(=O)c-3cc3cc([N+](=O)[O-])ccc32)c1,i,i,i,i,37.4,i,i,0.3,i,0.5,i
# Additional compounds.
SMILES,TRPC6 activator,MrgX1 antagonist,MrgX1 agonist,MrgX1 PAM,SKKanGAS inh,TRPC6 inhibitor,RGS4 inh,HIF act,RGS4 act,Platelet DG rel,TRPC4 inh
COCCNC(=O)c1cccc(OC2CCN(Cc3ccccc3C)CC2)c1,i,i,i,i,0.9,i,i,2.1,i,-5.3,i
CC(C)CC(CO)N1CCN(C(=O)c2cccc(Cl)c2)CCC1=O (centres undefined),i,i,i,i,-5.1,i,i,-0.3,i,0.6,i
COc1cc(OC)c2c(=O)c(OC)c(-c3ccc(OC)c(OC)c3)oc2c1,i,i,i,i,-3.0,i,i,0.6,i,0.8,i
Cc1nc(NNC(=O)c2ccccc2)cc(-c2ccccc2)n1,i,i,i,i,-2.1,i,i,-0.2,i,27.7,i
CSc1nnc(-c2sc3cc(C(F)(F)F)cnc3c2-c2cccnc2)n1C,i,i,i,i,-1.6,i,i,0.3,i,-3.0,i
COc1ccc(Cn2nnnc2C(c2ccccc2OC)N2CCC(C(N)=O)CC2)cc1 (centres undefined),i,i,i,i,-3.1,i,i,-0.2,i,-32.1,i
O=C(NCCc1ccc(Cl)cc1)/C(=C/c1cccnc1)NC(=O)c1ccccc1,i,i,i,i,-3.4,i,i,-0.4,i,4.6,i

# Screening results deposited in PubChem by several laboratories.

# No enrichment for hits; 6.1% or so of the library scored in one or more.
